Bioassay records: PubChem, several laboratories
WT yeast gro inh – growth inhibition of WT yeast, mitochondrial fusion screen | mitochondrial fusion phenotypic screen, WT strain | inhibition, % at 10 µM | 190,000 tested, 2.1% active; in the data active means inhibition above about 58%; tested in S. cerevisiae
P. falciparum M1AAP – malaria alanyl aminopeptidase activity blockers – biochemical, fluorogenic H-Leu-NHMec substrate, 1536-well (AID 1445); recombinant M1AAP, H-Leu-NHMec fluorogenic kinetic assay; higher % means a stronger effect; one-dose inhibition, % at 30 µM; IC50 in µM for titrated hits; 220,000 tested, 0.42% active;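 active means primary inhibition above the hit cutoff, then over 50% inhibition at one or more dose response concentrations, cut at about 23% in these data, passing the limit was not always enough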;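 further: plate controls were DMSO full reaction for no effect and no enzyme background for full effect; strong numbers were not always called active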
Dynein transport – blocks dynein driven cargo transport along microtubules; 3617.4 mouse cells, GR-EGFP nuclear translocation imaging; test concentration mostly 20 µM; stimulated with dexamethasone, 1 µM; hits give low values; z-score, hits read low; 220,000 tested, 0.47% active;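 active means plate z-score of nuclear minus cytoplasmic receptor signal below a set negative limit, without overly bright fluorescence or cell loss, cut at about -3.5 in these data, passing the limit was not always enough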;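 further: z-score of nuclear minus cytoplasmic ring GR-EGFP intensity difference per well; some compounds called inactive have numbers as strong as hits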
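Buffer or medium: Induction medium lacking tetracycline, stripped serum | Also added: Dexamethasone agonist, 1.0 µM final, for 30 min | Timing: 48 h induction, 1 h compound, 30 min dex at 37 °C | Detection: Formaldehyde fixation, Hoechst nuclear stain, 10x automated fluorescence imaging | Measure: Nuclear versus cytoplasmic GR-EGFP signal, averaged per well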
T cell HTS – modulates CD8 T cell binding to vesicles; calls only at 7 µM; AID 2052; 330,000 tested, 0.068% active; 2C CD8+ T cell-vesicle binding, flow cytometry; hits give low values;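 active means response, share of CD8 T cells binding vesicles, and their 90th percentile fluorescence all below set limits, cut at about 80% in these data, passing the limit was not always enough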
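Assay system: 2C TCR transgenic mouse naive CD8+ T cells, MACS-purified | Read-out: CD8+ gate FL2 mean fluorescence as % of same-row positive control | Signal: High-throughput flow cytometry with anti-B7-1 and anti-CD8 staining | Timing: Binding step 1.5 h, 37 °C, antibody labelling 20 min, ice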
P. falciparum M17LAP – P. falciparum M17LAP inhibitors, primary screen, biochemical, fluorogenic H-Leu-NHMec substrate, 1536-well (AID 1619); recombinant M17LAP, H-Leu-NHMec fluorogenic kinetic assay; higher % means a stronger effect; inhibition, % at 30 µM, or IC50 in µM where a hit was titrated; 220,000 tested, 0.38% active;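 active means compound inhibiting the enzyme by more than half at any dose during confirmatory dose-response retesting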;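 further: plate controls were full reaction with DMSO carrier for no effect and no enzyme background for full effect; strong numbers were not always called active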
b-catenin transl – beta-catenin nuclear translocation modulation. HeLa beta-catenin nuclear translocation, immunofluorescence imaging. nuclear translocation activity, % at 5 µM. 190,000 tested, 0.3% active;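 active means nuclear translocation activity above 50% at 5 µM, with a well cell count of 50 or more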;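 further: per-cell ratio of nuclear to cytoplasmic median beta-catenin stain intensity; plate controls were DMSO negative control for no effect and GSK-3 inhibitor IX positive control for full effect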
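Test system: human HeLa cells, native beta-catenin. Compound dosing: 5 µM primary single dose, 0.1% DMSO, 0.02–20 µM confirmation series. Incubation: compound exposure 24 h at 37°C. Detection: beta-catenin immunostaining with DAPI counterstain, 20x imaging, 6 fields/well. Read-out basis: Nuclear/cytoplasmic beta-catenin signal ratio, % activation.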
Autophagy mod – modulators of autophagy; calls only at 10 µM (by protocol); 190,000 tested, 0.98% active; MEF GFP-LC3 puncta imaging; test concentration mostly 10 µM;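 active means percentage of spot-positive cells more than 3 SD above its plate mean, without a fluorescence outlier flag or 80% toxicity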;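 further: spot-positive cell cutoff set from DMSO-treated cells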
Yfh1-depleted yeast – enhancers of respiration in Yfh1-depleted yeast, dose response, Friedreich's ataxia, plus single-dose screen (AID 1465). S. cerevisiae Yfh1-off respiration, WST-1 reduction, 72 h; higher fold induction means a stronger effect. fold induction at 50 µM, or EC50 in µM where a hit was titrated. 220,000 tested, 0.074% active;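 active means fold induction of absorbance versus untreated yeast above a set limit, then at least 30% activation at any dose in follow-up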;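 further: activators that raise dye reduction in frataxin-depleted yeast; strong numbers were not always called active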
MT stabilize HCS – microtubule stabilization, imaging screen; HeLa tubulin immunostaining HCS, 24 h; share of cells brighter than vehicle mean+2SD; % tubulin-high responders, % at 10 µM; 200,000 tested, 0.83% active;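 active means plate Z-score above 3 for both tubulin-high and condensed-nucleus cell shares, with cell loss under 80%, at 10 µM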;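 further: anti alpha tubulin signal scored within the nucleus-defined area of each cell; some results filed as inactive read as strong as hits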
WT yeast gro inh mutant strain – recorded beside WT yeast gro inh, whose call it bears; inhibition, %; mitochondrial fusion phenotypic screen, mutant strain inhibition
Dynein transport cytoplasmic EGFP – recorded beside Dynein transport, whose call it bears; z-score; measured here: cytoplasmic GR-EGFP intensity; hits give high values
Dynein transport nuclear GR-EGFP – recorded beside Dynein transport, whose call it bears; z-score; measured here: nuclear GR-EGFP intensity;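 lower value marks the stronger effect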
Dynein transport cell count – recorded beside Dynein transport, whose call it bears; z-score; measured here: cell count per field
b-catenin transl cell count 5 µM – also measured in b-catenin transl; calls as there; cell count; measured here: cell count, cytotoxicity flag
T cell HTS vesicle-bound % – further read-out of T cell HTS, marked with its call; double positive events, %; measured here: CD8+ vesicle-bound cell fraction;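 binding gate set so that unloaded-vesicle control wells show 10% double positive cells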
MT stabilize HCS Hoechst-high % – also measured in MT stabilize HCS; calls as there; % Hoechst-high responders; measured here: nuclear condensation Hoechst responders;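 share of cells brighter than vehicle mean plus two SD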
MT stabilize HCS cytotoxicity % – second read-out of MT stabilize HCS, no call of its own (marks repeat the call); toxicity, %; measured here: cytotoxicity by cell density;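 0% = mean cell density of plate MIN control wells and 100% = no cells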
Autophagy mod cell loss 18 h – further read-out of Autophagy mod, marked with its call; toxicity, %; measured here: cell loss, nuclei count;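 cell loss after 18 h compound exposure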
Starred values were filed as active, the others as inactive; i = inactive; / = no result given; + = active, no number.

SMILES | WT yeast gro inh | WT yeast gro inh mutant strain | P. falciparum M1AAP | Dynein transport | Dynein transport cytoplasmic EGFP | Dynein transport nuclear GR-EGFP | Dynein transport cell count | T cell HTS | T cell HTS vesicle-bound % | P. falciparum M17LAP | b-catenin transl | b-catenin transl cell count 5 µM | Autophagy mod | Autophagy mod cell loss 18 h | Yfh1-depleted yeast | MT stabilize HCS | MT stabilize HCS Hoechst-high % | MT stabilize HCS cytotoxicity %
CCCSc1nc(N2CCOCC2)c2c(c1C#N)CC(C)(C)SC2 | 20.1 | 33.6 | 3.2% | 0.361 | -0.15 | 0.283 | 0.267 | i | 6.4 | 0.3% | -8.2 | 1125 | i | -6.8 | i | 1.4 | 2.0 | 10.8
COc1ccc(OCc2nnc(SCC(=O)N3CCCc4ccccc43)n2-c2ccc(C)cc2)cc1 | 41.9 | 15.6 | -1.5% | -0.413 | -0.0594 | -0.279 | 1.19 | i | 47.4 | -8.2% | 0.9 | 1127 | i | 2.1 | i | 3.0 | 1.8 | 10.8
CC(c1ccccc1)N1C(=O)CC(Sc2ncccc2C(=O)O)C1=O (stereo unspecified) | 17.9 | 6.3 | 6.6% | 0.195 | -0.25 | -0.108 | 0.111 | i | 23.2 | 12.8% | 2.5 | 909 | i | 2.0 | i | 3.2 | 1.7 | 5.5
O=C(C1CCCN(S(=O)(=O)c2ccc(F)cc2)C1)N(Cc1cccs1)C1CC1 (stereo unspecified) | 3.3 | 4.5 | 1.7% | 0.398 | -0.148 | 0.919 | -0.0825 | i | 34.7 | 0.8% | -2.7 | 851 | i | 16.4 | i | 4.5 | 1.7 | 0.0
CCN1CCN(CCOc2ccc(Br)cc2C)CC1 | 2.9 | 3.1 | -1.4% | 0.659 | 0.252 | -0.14 | -1.46 | i | 27.6 | -10.4% | 1.7 | 1520 | i | -8.0 | i | 1.4 | 2.2 | 13.5
CCOc1ccccc1NC(=O)COC(=O)/C=C/c1ccc(OC)c(OC)c1 | -11.2 | -3.6 | 6.8% | -0.294 | -0.279 | -0.17 | 0.221 | i | 15.9 | -4.8% | 0.5 | 1025 | i | 4.5 | i | 1.9 | 2.5 | 4.8
Cn1cnc([N+](=O)[O-])c1C(=O)Nc1cccc([N+](=O)[O-])c1 | 10.2 | 0.5 | 4.0% | 0.637 | -0.25 | 0.566 | -0.649 | i | 26.3 | 5.5% | 0.7 | 1082 | i | 3.3 | i | 4.7 | 1.5 | 8.8
COC(=O)c1cc(OC)c(OC)cc1NC(=O)CSc1nnnn1Cc1ccccc1 | 17.9 | 3.8 | 1.6% | -0.595 | -0.273 | -0.377 | 0.809 | i | 27.2 | -4.6% | -1.3 | 1102 | i | -5.0 | i | 4.2 | 2.9 | 2.1
O=c1ccn(CCCBr)c(=O)[nH]1 | / | / | -1.9% | -0.291 | -0.146 | -0.449 | 0.246 | i | 54.2 | -4.3% | -0.2 | 1337 | / | / | i | / | / | /
O=C(CSCc1ccc(Cl)cc1)Nc1ccccc1O | 19.8 | 13.6 | 12.2% | 0.266 | 0.0971 | 0.813 | -0.277 | i | 51.0 | 12.8% | -1.9 | 1052 | i | 2.0 | i | 3.7 | 3.5 | 6.6
S=C(Nc1ccccc1)Nc1ccc(OCc2ccc(Cl)cc2Cl)cc1 | 6.9 | 3.3 | 0.5% | 0.406 | -0.23 | -0.367 | 0.664 | i | 19.8 | -0.8% | -5.3 | 1079 | i | -1.2 | i | 1.7 | 2.0 | 9.3
COc1ccc(/C(C)=N/NC(=S)NCCc2ccccc2)cc1 | 66.5 | 71.3 | -0.5% | 0.836 | -0.246 | 0.674 | -0.752 | i | 46.5 | 1.1% | -0.1 | 1036 | i | 9.8 | i | 3.1 | 3.1 | 7.3
COc1ccc2c(c1)c(=O)c(C(=O)c1ccccc1)cn2Cc1ccccc1 | -5.1 | -18.0 | 7.0% | 2.07 | -0.178 | 2.19 | -1.34 | i | 63.2 | 1.0% | -0.7 | 513 | i | -0.8 | / | 17.1* | 26.7* | 22.8*
CCN(CC)CCNC(=O)c1cc(-c2ccco2)nc2ccccc12 | -1.9 | 4.8 | 6.2% | -0.527 | -0.272 | -0.327 | 0.863 | i | 34.0 | -79.5% | -0.2 | 1053 | i | 6.5 | i | 2.0 | 2.3 | 3.8
N=c1c2c(-c3ccccc3)c(-c3ccccc3)n(Cc3ccco3)c2ncn1Cc1ccccc1 | / | / | -2.7% | -0.905 | -0.062 | -0.506 | -0.213 | i | 48.1 | -15.0% | / | / | + | 9.5* | i | 5.4 | 4.0 | 12.5
COc1cccc(/C=N/NC(=O)C(=O)N2CCCC2)c1 | / | / | / | -0.0952 | -0.338 | 0.107 | -0.456 | i | 9.7 | / | / | / | i | -5.6 | i | 0.5 | 1.3 | 11.4
CNc1nc(-c2cccs2)cc(C(F)(F)F)c1C#N | / | / | 1.7% | -0.165 | -0.196 | -0.0949 | -0.454 | i | 49.1 | -6.6% | -2.3 | 1099 | / | / | i | / | / | /
CC1CCCCC12NC(=O)N(CC(=O)Nc1ccc(S(=O)(=O)N3CCOCC3)cc1)C2=O (stereo unspecified) | -1.2 | -11.3 | 1.2% | -0.678 | -0.157 | -0.0161 | -0.0492 | i | 35.6 | 1.2% | -0.6 | 1157 | i | -1.5 | i | 0.7 | 1.4 | 3.5
CCOC(=O)c1cc(-c2ccccc2)sc1NC(=O)COC | -14.7 | -13.6 | -0.4% | -1.01 | -0.285 | -0.445 | 0.853 | i | 38.5 | -6.9% | 1.9 | 853 | i | -0.6 | i | 4.7 | 1.9 | 5.5
CCc1cccc(NC(=O)CCNS(=O)(=O)c2cccc3nonc23)c1 | -9.2 | -26.4 | 4.7% | 0.17 | -0.229 | 0.141 | 0.616 | i | 41.6 | 23.5% | 0.0 | 1041 | i | -9.2 | i | 3.7 | 1.9 | 8.3

Looked up above:
Reading for O=C(CSCc1ccc(Cl)cc1)Nc1ccccc1O under MT stabilize HCS cytotoxicity %: 6.6
Reading for COc1ccc2c(c1)c(=O)c(C(=O)c1ccccc1)cn2Cc1ccccc1 under MT stabilize HCS cytotoxicity %: 22.8*

Later entries.
SMILES | WT yeast gro inh | WT yeast gro inh mutant strain | P. falciparum M1AAP | Dynein transport | Dynein transport cytoplasmic EGFP | Dynein transport nuclear GR-EGFP | Dynein transport cell count | T cell HTS | T cell HTS vesicle-bound % | P. falciparum M17LAP | b-catenin transl | b-catenin transl cell count 5 µM | Autophagy mod | Autophagy mod cell loss 18 h | Yfh1-depleted yeast | MT stabilize HCS | MT stabilize HCS Hoechst-high % | MT stabilize HCS cytotoxicity %
CC(=O)Nc1ccc(NC(=O)C2CCN(c3ccc(C(F)(F)F)cn3)CC2)cc1 | 11.5 | 5.0 | 2.6% | -0.427 | -0.179 | -0.0862 | 0.631 | i | 44.4 | -5.5% | 0.1 | 1501 | i | 14.4 | i | 3.3 | 2.3 | 5.1
O=C(CN1CCC(n2nnc3cc(F)ccc32)CC1)Nc1ccc2c(c1)CCC2 | 2.3 | -10.6 | -0.7% | -0.322 | -0.231 | 0.098 | 0.0491 | i | 19.0 | 20.2% | 0.4 | 1035 | i | -1.8 | i | 1.6 | 3.0 | 12.0
Cc1cc(NC(=O)c2ccccc2-c2ccccc2)ccc1Br | 72.0* | 56.1* | -0.7% | -0.323 | -0.15 | -0.604 | 0.446 | i | 48.6 | -1.6% | / | / | i | -0.7 | i | 2.3 | 2.0 | 4.0
COC(=O)CCCC(=O)Nc1ccc(Br)cc1 | -1.4 | -21.2 | 6.9% | -0.598 | -0.193 | 0.586 | 0.107 | i | 45.5 | -2.0% | -2.5 | 595 | i | 4.0 | i | 2.9 | 2.9 | 3.4
COCCn1c(SCC(=O)Nc2sc(C)c(C)c2C#N)nnc1C(C)C | 0.2 | -5.8 | 4.4% | -0.179 | -0.275 | 0.097 | 0.453 | i | 31.0 | 4.1% | -1.6 | 1037 | i | 1.2 | i | 2.3 | 2.1 | 4.0
CCOC(=O)C1CCN(C(=O)CC2C(=O)N(Cc3ccccc3)C(C)c3nc4ccccc4n32)CC1 (stereo unspecified) | 3.5 | -2.9 | -1.3% | 0.497 | -0.202 | 0.532 | -0.152 | i | 11.7 | 2.3% | -1.2 | 1127 | i | 10.4 | i | 2.6 | 1.1 | 7.7
CCN(CC)S(=O)(=O)c1ccc(NC(=O)CN(c2ccc(OC)cc2OC)S(C)(=O)=O)cc1 | 16.4 | 17.0 | 2.4% | -0.571 | -0.271 | -0.362 | 0.202 | i | 17.0 | 0.4% | 0.1 | 1009 | i | 35.7 | i | 3.1 | 2.0 | 8.9
O=c1c(-c2ccc(O)cc2)coc2cc(O)cc(O)c12 | / | / | 5.3% | -0.503 | -0.835 | 0.0755 | 0.2 | i | 51.5 | 11.8% | -0.1 | 1197 | / | / | i | / | / | /
CCn1cc(C(=O)N2CCCC2)c(=O)c2cc(S(=O)(=O)N(C)C)ccc21 | -0.1 | 0.5 | -0.7% | -0.0642 | -0.189 | 0.00344 | 0.0174 | i | 59.5 | 9.3% | / | / | i | 25.4 | i | 7.2 | 2.5 | 6.1
COc1ccc(S(=O)(=O)N2CCC(N3CCN(Cc4ccccc4)CC3)CC2)cc1 | -3.8 | 32.7 | -1.7% | -0.159 | -0.172 | -0.221 | 0.617 | i | 35.9 | -4.5% | 2.0 | 1086 | i | 2.0 | i | 3.4 | 1.8 | 11.8
